ERa SRC1 inh: ER-alpha (human) coactivator binding inhibition; 86,000 tested, 1.7% active; P03372; TR-FRET ER-alpha LBD / SRC-1 peptide, estradiol-bound; inhibition, % at 25.6 µM; in the data active = inhibition above about 50%;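 also: 0% = receptor plus peptide control and 100% = peptide only without receptor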
H69AR inhibit: growth inhibitors of human H69AR lung tumor cells | H69AR lung tumor viability, ATP luminescence, 72 h; hits give low values | viability, % at 10 µM | AID 598 | 85,000 tested, 6% active;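 active = viability at or below 40%; inactive = viability above 40%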;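 also: multidrug resistant small cell line overexpressing MRP-1 efflux transporter; 100% = mean luminescence of untreated control wells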
ERb SRC1 inh: ER-beta (human) coactivator binding inhibition | 86,000 tested, 1.3% active | TR-FRET ER-beta LBD / SRC1-Cy5 peptide binding; receptor agonist-loaded with 1 µM estradiol | inhibition, % at 25.6 µM | Q92731;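 active = compounds whose percent inhibition of the receptor-coactivator binding signal exceeds about 50% in the single-dose screen, limit read from the data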;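 also: 0% = receptor plus peptide wells without compound and 100% = peptide-only wells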
Fibroblast inh: blocks proliferation of human lung fibroblasts. LL 47 human lung fibroblast viability, ATP luminescence; hits give low values. viability, % at 10 µM. 85,000 tested, 1.1% active. AID 719;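 active = viability at or below 50% in the single dose screen; inactive = viability above 50%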;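 also: compound exposure lasted 72 h before the ATP readout; 100% = median luminescence of untreated cell-only wells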
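material = human LL 47 lung fibroblast cells | dosing = compounds added from tenfold dosing solution, 0.1% DMSO final | timing = overnight cell rest, 72 h compound treatment at 37 °C | measured by = CellTiter-Glo luminescence measuring cellular ATP | evaluation = % viability versus median cells-only luminescence | control set = cell-only wells, no compound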
sEH activator: activators of human soluble epoxide hydrolase. AID 717. P34913. purified human sEH enzymatic activity, activator screen. activation, % at 2 µM. 91,000 tested, 0.04% active; in the data active = activation above about 37%; also: values of inactives mirror those of a sister screen read the other way
Target sequence (P34913 whole entry, looked up): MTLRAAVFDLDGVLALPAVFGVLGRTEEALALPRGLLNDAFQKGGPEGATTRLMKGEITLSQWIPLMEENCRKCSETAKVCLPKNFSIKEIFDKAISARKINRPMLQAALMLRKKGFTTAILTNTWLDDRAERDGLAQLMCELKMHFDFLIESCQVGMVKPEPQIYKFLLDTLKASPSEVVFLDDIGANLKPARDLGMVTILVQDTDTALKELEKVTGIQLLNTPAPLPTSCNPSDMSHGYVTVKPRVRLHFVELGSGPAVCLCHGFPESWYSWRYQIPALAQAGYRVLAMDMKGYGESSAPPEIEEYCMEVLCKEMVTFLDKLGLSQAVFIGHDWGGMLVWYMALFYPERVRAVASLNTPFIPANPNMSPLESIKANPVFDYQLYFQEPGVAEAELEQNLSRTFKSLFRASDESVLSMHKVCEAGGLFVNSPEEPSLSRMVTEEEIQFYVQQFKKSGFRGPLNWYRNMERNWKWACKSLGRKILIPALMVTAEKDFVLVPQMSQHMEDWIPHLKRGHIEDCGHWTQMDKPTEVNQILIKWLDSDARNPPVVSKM
Calb biofilm kill: kills Candida albicans biofilms | 85,000 tested, 0.14% active | inhibition, % at 6 µM | C. albicans biofilm + clotrimazole, Alamar Blue;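 active = inhibition above 20%; inactive = inhibition below 20%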;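 also: preformed 24 hr biofilms exposed to compound for 48 hr; 0% = biofilm without compound and 100% = blank killed by clotrimazole plus chlorhexidine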
HUVEC inhibit: blocks proliferation of human endothelial cells; HUVEC proliferation, CellTiter-Glo luminescence, 72 h; hits give low values; viability, % at 10 µM (by protocol); 86,000 tested, 1.1% active; AID 648;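 active = viability at or below 30%; inactive = viability above 30%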;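 also: 100% = median luminescence of DMSO-only cell control wells on each plate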
ERa SRC1 pot: enhances coactivator binding to human estrogen receptor alpha. TR-FRET ERalpha-LBD/SRC-Cy5 coactivator binding, 2 h; 100 = basal binding, no effect. coactivator binding (% of control), % at 25.6 µM. 86,000 tested, 1.3% active. AID 639; in the data active = activity above about 200%;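 also: binding measured in presence of low estradiol as agonist stimulus; 0% = peptide alone without receptor and 100% = receptor with peptide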
Smad3 FoxH1 inh: blocks human Smad3 binding to FoxH1 peptide; inhibition, % at 25 µM; P84022; TR-FRET Smad3/Dy647-FoxH1 peptide binding, europium anti-His; AID 630; 88,000 tested, 0.29% active;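 active = compounds that reduce the energy-transfer binding signal between the protein and its labelled peptide by more than half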;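 also: 0% = Smad3 plus labelled peptide maximal FRET and 100% = peptide-only background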
Target sequence (P84022 whole entry, looked up): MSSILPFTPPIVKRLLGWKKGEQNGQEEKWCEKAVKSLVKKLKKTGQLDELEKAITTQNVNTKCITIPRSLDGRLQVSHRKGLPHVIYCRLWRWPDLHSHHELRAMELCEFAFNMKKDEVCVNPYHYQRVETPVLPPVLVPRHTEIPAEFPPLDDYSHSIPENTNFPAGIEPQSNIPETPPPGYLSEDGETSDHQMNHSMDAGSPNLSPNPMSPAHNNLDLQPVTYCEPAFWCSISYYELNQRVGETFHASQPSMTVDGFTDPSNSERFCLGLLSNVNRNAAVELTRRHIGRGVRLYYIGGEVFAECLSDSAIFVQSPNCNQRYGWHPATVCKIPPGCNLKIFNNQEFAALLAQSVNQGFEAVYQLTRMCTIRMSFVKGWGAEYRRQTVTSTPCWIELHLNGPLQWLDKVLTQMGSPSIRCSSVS
* hit, by the source's call; · = not tested or not shown; [ ] = another dose, or the depositor's remark. Not all compounds are listed; rates above refer to the full screens.

SMILES	ERa SRC1 inh	H69AR inhibit	ERb SRC1 inh	Fibroblast inh	sEH activator	Calb biofilm kill	HUVEC inhibit	ERa SRC1 pot	Smad3 FoxH1 inh
O=P(O)(O)c1ccccc1OCc1ccccc1	4	100	5	100	4	1	97	102	4
CCN1CCCC1CNC(=O)c1c(O)c2c([nH]c1=O)CCCC2 (stereo not drawn)	-1	99	-1	103	·	6	89	128	14
CCCSc1nnc2n(Cc3ccccc3)c(=O)c3c4c(sc3n12)CCC4	1[fluorescence artefact?]	100	6	96	·	6	81	129	5
Cc1ccc(-c2nnc(CSc3nnc4c5c(C)c(C)sc5nc(C(C)C)n34)o2)cc1	6[fluorescence artefact?]	90	-11[fluorescence artefact?]	79	·	5	82	153	-3
Cc1cccc(C(=O)O/N=C(\N)c2ccc(Br)cc2)c1	9	87	-16	102	-10	3	75	98	0
O=C(NCCN1CCCC1)C1CCN(S(=O)(=O)N2CCC3(CC2)OCCO3)CC1	5	105	2[fluorescence artefact?]	102	-16	5	88	100	-8
COc1ccc(-c2cc(C(F)F)n3ncc(C(=O)N4CCCCC4)c3n2)cc1	5	84	-6	107	3	8	83	89	-2
Cc1ccccc1C(=O)Nc1nnc(-c2ccc(F)cc2)o1	32[fluorescence artefact?]	36*	-1[fluorescence artefact?]	85	6	2	65	79[fluorescence artefact?]	9
CCn1c(=O)n(CC)c2cc(S(=O)(=O)N3CCc4ccccc43)ccc21	-2	117	-11	59	-1	3	64	84	-1
O=C(CSc1nnc(-c2ccco2)n1Cc1ccccc1)OC1CCCCC1	-3	90	5	·	0	0	90	108	5

Looked up above.
HUVEC inhibit result of `Cc1cccc(C(=O)O/N=C(\N)c2ccc(Br)cc2)c1` → 75
Calb biofilm kill result of `COc1ccc(-c2cc(C(F)F)n3ncc(C(=O)N4CCCCC4)c3n2)cc1` → 8
sEH activator result of `O=C(CSc1nnc(-c2ccco2)n1Cc1ccccc1)OC1CCCCC1` → 0
ERb SRC1 inh result of `CCCSc1nnc2n(Cc3ccccc3)c(=O)c3c4c(sc3n12)CCC4` → 6

Continued.
SMILES	ERa SRC1 inh	H69AR inhibit	ERb SRC1 inh	Fibroblast inh	sEH activator	Calb biofilm kill	HUVEC inhibit	ERa SRC1 pot	Smad3 FoxH1 inh
Cc1nnc(NC(=O)CCC(=O)NCc2cccs2)s1	-5	89	-6[fluorescence artefact?]	98	5	1	104	97	-9
CC(C)NC(=O)CSc1nc2ccccc2n1-c1ccccc1	5	91	3	100	4	6	97	108	3
COc1ccc(N2C(=O)C3CCCN3C2c2cc(OC)c(OC)cc2OC)cc1 (stereo not drawn)	-3	82	99*[fluorescence artefact?]	110	-2	3	98	123	-4
O=CNCCCc1nc2ccccc2n1Cc1ccccc1	-3[fluorescence artefact?]	100	-3	89	8	0	97	120[fluorescence artefact?]	0
O=C(CSc1nc(-c2ccccc2)c(-c2ccccc2)[nH]1)N1CCN(S(=O)(=O)c2ccccc2)CC1	2	54	-2	108	4	8	78	85	25
CC(C)c1nnc(NC(=O)CCC(=O)N2CCN(Cc3ccccc3)CC2)s1	2	89	3	98	0	5	95	101	-4
CCc1ccc2[nH]c(=O)c(C(c3nnnn3CC3CCCO3)N3CCN4CCCC4C3)cc2c1 (stereo not drawn)	2	87	-7	101	16	-2	87	102	7
O=C(NCc1ccc2c(c1)OCO2)c1ccc(S(=O)(=O)N2CCCCC2)cc1	1	90	-7	98	-47	3	98	100	8
CCC(=O)Nc1c(-c2ccc(OC)cc2)c(=O)c2ccccc2n1C	2	102	2	95	3	0	103	105	0[fluorescence artefact?]
Cc1[nH]c2ccccc2c1SCC(=O)N1CCCc2ccccc21	-3	74	13	98	1	8	92	103	13
N#Cc1cnc(Nc2nc3ccccc3o2)nc1-c1ccccc1	16[fluorescence artefact?]	70	6[fluorescence artefact?]	82	·	-1	93	86	-6
Cc1nc(C)n(C(=O)N(c2ccccc2)c2ccccc2)n1	-14	96	25[fluorescence artefact?]	89	12	5	90	75	-3
Cc1cc(NC(=O)CCC(=O)N(c2cccnc2)C(C(=O)NC2CCCC2)c2ccccc2)no1 (stereo not drawn)	1	86	-3[fluorescence artefact?]	94	·	1	97	128	8
COc1ccc(CCNC(=O)COC(=O)c2cnc(C)cn2)cc1	-6	99	-9	94	0	5	82	101	5
CCCOc1ccccc1C1C(C(=O)OC)=CN(C(C)C)C=C1C(=O)OC	-3	88	-3	89	7	3	94	110	-2
O=C(NCCCN1CCCC1=O)c1cncc(Br)c1	6	102	-2	98	-6	5	99	124	2
Cc1cccc(CN2CCN(c3ccccn3)CC2)c1	1	94	-2	93	-9	-4	99	107	-3
O=C(NCCCc1ccccc1)c1ccccc1O	-1	89	-12	104	-20	2	108	138	5
CCCCN(CC)Cc1c(C)[nH]c2ccccc2c1=O	-21	85	-19[fluorescence artefact?]	103	1	5	98	111	1
O=C(c1ccc(N2CCCCS2(=O)=O)cc1)N1CCN(c2ccc(N3CCOCC3)nn2)CC1	-3	87	-4	97	·	11	97	111	-5
O=S(=O)(NCC(c1cccnc1)N1CCN(c2ccc(F)cc2)CC1)c1ccccc1 (stereo not drawn)	-29	76	-18[fluorescence artefact?]	93	-1	7	97	109	0
O=c1[nH]c2ccccc2n1Cc1ccc(Cl)cc1	11	100	-10	94	19	5	97	85	-12
COc1ccc(-c2n[nH]c(C)c2-c2cnn(-c3ccccc3)c2)c(O)c1C	-4	48	10[fluorescence artefact?]	100	-3	10	68	86	-3
COC(=O)C(C(=O)Nc1ncccn1)C1CCCCCC1 (stereo not drawn)	11	108	1	98	12	3	101	105	2
Cc1ccc(Cn2nc(C)c(NC(=O)c3nn(C)cc3Cl)c2C)cc1	3	82	-2	99	-2	3	97	125	4[fluorescence artefact?]
CCOC(=O)C1=C(C)Nc2nnnn2C1c1cccc(OC)c1OC (stereo not drawn)	-2	86	-2	95	-4	4	90	117	4
CCOC(=O)N1CCN(C(=O)C2CCCN(S(=O)(=O)c3cccnc3)C2)CC1 (stereo not drawn)	0	95	6[fluorescence artefact?]	108	·	2	90	95	-7
COc1ccc(NC(=O)c2cnc3sccn3c2=O)cc1OC	4[fluorescence artefact?]	91	40	106	·	15	102	72[fluorescence artefact?]	-16
CCOC(=O)c1sc(=S)n(-c2ccccc2OC)c1N	-29[fluorescence artefact?]	86	-22[fluorescence artefact?]	96	·	10	94	84	-9
O=C(O)C1CC(=O)N(c2ccc(OCc3c(F)cccc3Cl)cc2)C1 (stereo not drawn)	-5	94	-12	100	-6	4	115	90	-3
COc1cc(C=O)c(Br)cc1OC1CCCC1	-1	97	1	96	-6	13	90	104	12
Cc1nc2ccccn2c1/C(O)=C1\C(=O)C(=O)N(CCCn2ccnc2)C1c1ccncc1 (stereo not drawn)	6	100	-18[fluorescence artefact?]	107	-6	1	102	107	1
Cc1nnc(NC(=O)c2ccccc2Br)s1	6[fluorescence artefact?]	108	2	102	2	10	97	82[fluorescence artefact?]	8[fluorescence artefact?]
Nc1ccc(N2CCN(C(=O)c3cccs3)CC2)cc1	34[fluorescence artefact?]	85	45[fluorescence artefact?]	97	5	6	114	80[fluorescence artefact?]	7
CCCCOc1ccc(CSC(CC(=O)O)C(=O)O)cc1 (stereo not drawn)	-10	108	-1	103	-10	5	104	123	3
CCCCOc1ccc(S(=O)(=O)N2CCCCCC2)cc1	-2	89	-2	100	6	4	92	112	16
COCCN(CCOC)Cc1c(O)ccc2c3c(c(=O)oc12)CCC3	-6	88	4	100	22	-4	106	114	-14[fluorescence artefact?]
CCOC(=O)c1[nH]c(C)c(/C(O)=C2\C(=O)C(=O)N(CCCn3ccnc3)C2c2ccncc2)c1C (stereo not drawn)	-5	·	-3	87	2	5	90	118	-2
COC(=O)c1cccc(N2C(=O)C3CC=CCC3C2=O)c1 (stereo not drawn)	1	91	3	98	16	11	89	88	-1
CC(C)NC(=O)c1nc2ccccc2s1	-7	95	4	97	9	·	96	102	0
CCCn1c(-c2nonc2N)nc2ccccc21	-5	97	0	92	-15	10	92	109	-2
Cc1cccc(N2C(=O)CCC2=O)c1	-8	102	-2	91	-1	4	98	105	8[fluorescence artefact?]
CCOc1ccc(OCCCN(C)C)cc1	-11	101	-3	103	9	7	99	105	21
CCCCOc1ccc(CSC(=N)N)cc1[N+](=O)[O-]	0	5.1*	2	76	-9	4	67	96	12
CCOC(=O)c1sc2nc(CC(=O)OC)nc(NCC(=O)OC)c2c1C	0	82	-6	108	9	0	108	102	2
CC(C)(C)n1nnnc1C(c1cccs1)N1CCCc2ccccc21 (stereo not drawn)	-15	100	1	96	-12	4	109	92	10[fluorescence artefact?]
Fc1ccc(CSc2ncnc3nc[nH]c23)cc1	-6	85	-7	101	·	12	92	135	-1
C/C(=C/c1oc2ccc(O)cc2c1[N+](=O)[O-])N(C)C	-3	92	3	97	-1	4	85	128[fluorescence artefact?]	8[fluorescence artefact?]
CCOC(=O)C1=C(N)Oc2cc(C)oc(=O)c2C1c1cccnc1 (stereo not drawn)	-9	89	-4	·	0	3	91	92	-2
COc1cc(S(=O)(=O)N(Cc2ccc(C)cc2)C2CCCCC2)ccc1-n1cnnn1	-9	74	1	94	·	6	88	124	12

Remaining list, next part:
SMILES	ERa SRC1 inh	H69AR inhibit	ERb SRC1 inh	Fibroblast inh	sEH activator	Calb biofilm kill	HUVEC inhibit	ERa SRC1 pot	Smad3 FoxH1 inh
CCOCCCNC(=O)c1ccccc1SC	1	·	0	99	-4	10	93	101[fluorescence artefact?]	6
CC(C)c1cc(NCCCN2CCOCC2)n2c(nc3ccccc32)c1C#N	-10	50	-6	94	·	5	89	114	0
CCOc1ccc(CCNC(=O)CN2CCN(Cc3ccccc3C)C2=O)cc1OCC	0[fluorescence artefact?]	78	-4[fluorescence artefact?]	101	·	1	95	106	-1
CCOC(=O)c1[nH]c(C)c(/C(O)=C2\C(=O)C(=O)N(CCN(C)C)C2c2ccc(C)o2)c1C (stereo not drawn)	-10	19*	-8	97	10	6	75	108	-1
CC(C)C[C@H](NC(=O)NCc1ccccc1Cl)C(=O)O	2	91	-14	105	-9	·	95	127	5[fluorescence artefact?]
CCCn1nc(NC(=O)C2CCCO2)c2cc3cc(C)ccc3nc21 (stereo not drawn)	-5	86	-3	98	4	8	104	108	10
CSCC[C@H](NC(=O)NCc1ccccc1F)C(=O)O	-15[fluorescence artefact?]	104	0	97	0	3	89	120	9
O=C(Nc1ccc(F)cc1F)c1cc2n(n1)C(C(F)(F)F)C1CCCCC1N2 (stereo not drawn)	0	·	-1	98	13	6	93	108	5
Cc1nn2c(C)nc3sc4c(c3c2nc1=O)CC(C)(C)OC4	-3	86	-1	90	-11	9	103	98	4
CC(=O)COC(=O)CCc1nc2ccccc2[nH]c1=O	2	96	15	101	9	11	92	90	-1
COc1ccc(-c2c(C#N)c(N)nc3c2c(=O)n(C)c(=O)n3C)cc1	21[fluorescence artefact?]	70	17[fluorescence artefact?]	99	2	2	84	98	3
Cc1sc(C(=O)NCc2cccnc2)c2nc(C)n(CC(=O)NCc3cccnc3)c(=O)c12	-2	90	-5	94	-1	4	96	105	3
COC(=O)CCCCCc1ccc(C(C)=O)s1	0	107	6	98	-16	4	102	98	7
COc1ccc(-c2cn[nH]c2N)c(OC)c1	1	96	-3	93	-13	9	74	130	-9
Cn1c(N2CCC(C(N)=O)CC2)nc2c1c(=O)n(Cc1ccc(Cl)cc1)c(=O)n2C	-7	92	-13	95	·	-1	95	106	-4

Looked up one by one from the entries so far, 2 records:
SMILES	ERa SRC1 inh	H69AR inhibit	ERb SRC1 inh	Fibroblast inh	sEH activator	Calb biofilm kill	HUVEC inhibit	ERa SRC1 pot	Smad3 FoxH1 inh
O=C(Nc1ccc(F)cc1F)c1cc2n(n1)C(C(F)(F)F)C1CCCCC1N2 (stereo not drawn)	0	·	-1	98	13	6	93	108	5
COc1cc(S(=O)(=O)N(Cc2ccc(C)cc2)C2CCCCC2)ccc1-n1cnnn1	-9	74	1	94	·	6	88	124	12
